# PPARg SRC-3 ag: PPARgamma-driven SRC-3 recruitment agonism. 0.26% of 200,000 active. activation, % at 8 µM. biochemical PPARgamma/SRC-3 coactivator recruitment assay. AID 731. P37231; in the data active means activation above about 23%;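 further: 0% = DMSO and 100% = reference agonist; some compounds past the cut are filed as inactive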
# Target sequence (P37231 whole entry, looked up): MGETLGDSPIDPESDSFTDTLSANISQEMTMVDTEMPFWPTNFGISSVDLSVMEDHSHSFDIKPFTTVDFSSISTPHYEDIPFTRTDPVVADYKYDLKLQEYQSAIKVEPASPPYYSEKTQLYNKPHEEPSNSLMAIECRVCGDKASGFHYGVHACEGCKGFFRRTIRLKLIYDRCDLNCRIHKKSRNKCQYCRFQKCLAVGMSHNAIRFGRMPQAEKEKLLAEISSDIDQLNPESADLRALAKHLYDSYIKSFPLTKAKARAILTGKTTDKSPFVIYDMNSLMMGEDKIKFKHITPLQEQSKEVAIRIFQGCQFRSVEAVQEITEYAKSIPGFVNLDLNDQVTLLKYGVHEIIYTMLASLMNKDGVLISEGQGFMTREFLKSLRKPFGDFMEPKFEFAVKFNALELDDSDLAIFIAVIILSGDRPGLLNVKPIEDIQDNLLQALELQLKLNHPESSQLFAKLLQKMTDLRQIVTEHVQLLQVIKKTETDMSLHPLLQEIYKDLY
# PPARg SRC-1 ag: agonists of human PPARgamma SRC-1 coactivator recruitment. PPARgamma-SRC-1 coactivator recruitment biochemical assay. 0.41% of 200,000 active. P37231. activation, % at 8 µM. AID 631; in the data active means activation above about 19%;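 further: 0% = DMSO and 100% = reference agonist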
# PMI act satM6P: increases human PMI activity with near-saturating mannose 6-phosphate. coupled PMI enzyme assay, resazurin fluorescence, 20 min; hits give high values; 1 = untreated enzyme, 0 = substrate-free blank. activation factor at 20 µM. 0.34% of 190,000 active. AID 1216;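 active means activation factor of 2 or more at 20 µM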
# Target sequence (P34949 whole entry, looked up): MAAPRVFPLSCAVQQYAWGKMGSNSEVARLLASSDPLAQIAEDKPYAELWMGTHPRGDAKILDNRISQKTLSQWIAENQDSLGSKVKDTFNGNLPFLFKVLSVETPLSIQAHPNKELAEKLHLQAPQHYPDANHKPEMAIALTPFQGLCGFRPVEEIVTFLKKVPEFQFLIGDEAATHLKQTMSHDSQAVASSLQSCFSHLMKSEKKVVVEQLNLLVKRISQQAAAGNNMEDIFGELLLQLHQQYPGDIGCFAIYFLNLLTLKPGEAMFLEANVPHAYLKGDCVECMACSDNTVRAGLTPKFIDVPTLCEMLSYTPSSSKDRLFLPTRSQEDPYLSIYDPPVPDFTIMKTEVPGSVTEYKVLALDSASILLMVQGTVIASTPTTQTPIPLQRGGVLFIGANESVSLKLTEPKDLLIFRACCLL
#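 Test system: human phosphomannose isomerase with PGI, G6PDH, diaphorase coupling enzymes; amount: 15 ng/mL PMI; incubation: enzyme reaction with compound 20 min at room temperature; technique: resorufin fluorescence (Ex 544/Em 590 nm) from resazurin via diaphorase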
# S1P3 antagonist: S1P3 (human) receptor antagonism | Q99500 | inhibition, % at 4.98 µM | 0.27% of 170,000 active | CHO S1P3 NFAT-BLA reporter, FRET fluorescence, antagonist mode;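 active means inhibition above the plate cutoff, the mean inhibition of test wells on that plate plus 3 SD, cut at about 28% in these data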;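 further: cells challenged with S1P at its EC80 of 0.8 µM; blue over green emission ratio from cleaved BLA substrate after 4 h stimulation; 0% = S1P-stimulated wells and 100% = unstimulated DMSO-only wells; some compounds past the cut are filed as inactive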
# Diaph act CS: counter-screen for diaphorase-based assays: diaphorase activators and chemical reducers | AID 1229 | activation factor at 20 µM | 0.005% of 190,000 active | Diaphorase/resazurin coupled assay, resorufin fluorescence, 16 min; hits give high values; 1 = vehicle wells, 0 = NADH-free wells;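 active means diaphorase activity raised at least twofold by the compound at 20 µM; inactive means activation factor below 2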
#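 Material: bacterial diaphorase enzyme (C. kluyveri); amount: enzyme 0.07 U/mL final; reagent: NADH substrate 0.114 mM plus resazurin dye 0.1 mM, final; doses: single compound dose of 20 µM, 1% DMSO final; timing: 16 min enzyme reaction, ambient temperature; measured by: fluorescence of resorufin, 544 nm excitation, 590 nm emission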
# TR-FRET SRC-2 ct: counter-screen for PPARgamma SRC-2 recruitment agonists: TR-FRET artefact | 0.4% of 200,000 active | hits give high values | AID 1049 | TR-FRET ratio at 8 µM; in the data active means TR-FRET ratio above about 2000; further: inactives centre near 1500
# PMI activator: increases human mannose-6-phosphate isomerase activity. purified human PMI, coupled resazurin fluorescence, 20 min; hits give high values; 1 = vehicle control, 0 substrate-free wells. 0.005% of 190,000 active. AID 1214. activation factor at 20 µM;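 active means activation factor of 2 or more at 20 µM, relative to plate controls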
# Diaphorase inh: inhibits diaphorase or chemically oxidizes, flagging diaphorase assay artifacts. AID 1217. diaphorase resazurin-to-resorufin fluorescence, NADH, 16 min; bacterial (C. kluyveri) enzyme, not human. inhibition, % at 20 µM. 0.69% of 190,000 active;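 active means primary screen inhibition at 20 µM above a set limit, cut at about 50% in these data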;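 further: plate controls were DMSO with full reaction for no effect and wells lacking NADH for full effect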
#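 Assay system: diaphorase enzyme from Clostridium kluyveri. Quantity: enzyme working solution with 0.14 U/mL diaphorase. Schedule: reaction incubation of 16 min at room temperature. Technique: resorufin fluorescence, excitation 544 nm, emission 590 nm. Controls: No-NADH positive control and DMSO neutral control.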
# G6PDH counter: inhibits Leuconostoc G6PDH, flagging false hits in G6PDH-based assays | Purified L. mesenteroides G6PDH, diaphorase/resazurin coupled fluorescence, 45 min | inhibition, % at 5 µM | 0.12% of 200,000 active | AID 1020; in the data active means inhibition above about 50%
# ROMK primary: human ROMK K+ channel modulation, primary screen | P48048 | Tet-inducible ROMK, thallium flux fluorescence; actives lie on both sides | B-score at 10 µM | 2% of 130,000 active | AID 1918;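 active means signal ratio slope over the read window, or its plate-corrected B-score, at least 3 SD from the plate mean, either direction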;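 further: B-score of the F/F0 ratio slope over 7 to 12 s after thallium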
# PPARg SRC-2 ag: PPARgamma-driven SRC-2 recruitment agonism. PPARgamma LBD-SRC-2 recruitment, biochemical. activation, % at 8 µM. 0.34% of 200,000 active; in the data active means activation above about 22%;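 further: 0% = vehicle and 100% = reference agonist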
# * = called active by the depositor; . = not tested or not shown.
No.	compound	PPARg SRC-3 ag	PPARg SRC-1 ag	PMI act satM6P	S1P3 antagonist	Diaph act CS	TR-FRET SRC-2 ct	PMI activator	Diaphorase inh	G6PDH counter	ROMK primary	PPARg SRC-2 ag
1	Cc1ccc(CNC(=O)CCNS(=O)(=O)c2ccc(C)cc2)cc1	-3.7	8.4	1.1	.	1.1	1464	1	-6.9	9.9	-0.119	6.7
2	COc1ccc(Cn2c(O)c(C=Nc3ccc(C)cc3)c3ccccc3c2=O)cc1	1.0	-4.3	0.9	2.3	1	1738	1	0.9	0.2	.	-3.0
3	COC(=O)c1cc(NC(=O)CSc2nncn2C)cc(C(=O)OC)c1	-7.0	0.5	0.9	.	0.8	1664	0.9	17.0	2.5	1.83	5.3
4	CCn1c(CC(=O)Nc2cccc(OC)c2)nnc1SCC(=O)Nc1nccs1	-3.4	0.9	0.9	-10.1	1	1379	0.9	3.5	6.6	0.611	6.7
5	CCOC(=O)c1sc2ncn(C(C)C(=O)OCC)c(=O)c2c1C (stereo not given)	-0.2	0.4	1	30.3	0.9	1602	0.9	11.5	5.3	.	2.1
6	O=C(COc1ccccc1)Nc1ccc(N2CCN(C(=O)c3cccs3)CC2)cc1	-1.2	-7.1	1	-4.3	0.9	1275	1	6.0	4.4	-0.916	-4.2
7	COc1ccc(NC(=O)CN(C)CC(=O)Nc2ccc(Cl)c(S(=O)(=O)N(C)C)c2)cc1	3.8	13.7	1	0.7	0.9	1513	1	12.4	2.1	-0.311	5.7
8	Brc1cc2c(cc1Cn1c(-c3cncs3)nc3ccccc31)OCO2	2.0	-7.1	0.8	14.4	0.8	1727	0.9	22.1	-50.8	.	2.8
9	O=C(Cn1nc([N+](=O)[O-])nc1Br)NC(c1ccccc1)c1ccccc1	-9.3	0.5	0.9	-11.1	1	1416	1	-2.0	16.3	.	-2.3
10	CCOC(=O)c1[nH]c(C)c(C(=O)NCc2ccc(OC)cc2)c1C	-0.7	6.2	1	-3.0	1	1624	1.1	1.1	3.8	.	0.6
11	CCn1c(SCC(=O)NCCc2ccc(OC)c(OC)c2)nc2c1c(=O)n(C)c(=O)n2C	-0.2	-0.7	1.1	-8.3	1	1370	1	-2.2	6.5	.	2.5
12	O=S(=O)(N/N=C/c1c(F)cccc1Cl)c1ccccc1	-0.6	-8.4	1.9	.	1	1644	1.4	4.0	12.2	.	0.1
13	O=C(c1ccc(-n2cccc2)cc1)N1CCCCC1	-4.9	-1.9	1.1	-19.8	1.2	1567	1.2	-16.1	5.2	-1.31	-4.9
14	CCCCOC(=O)CCNc1n[nH]c(=O)[nH]c1=O	-3.9	0.6	1	-26.0	0.9	1395	1.1	9.7	12.2	.	-1.0
15	O=[N+]([O-])c1cccc(N/N=C/c2cccc3ccccc23)c1	0.4	4.7	1	14.6	0.8	1553	1.1	18.3	-15.2	.	12.9
16	Cc1ccc(CCNC(=O)C2CCC(=O)N2Cc2cccnc2)cc1 (stereo not given)	1.6	3.4	1.1	-12.3	1.2	1565	1.1	-16.2	12.1	-0.405	4.3
17	c1ccc(-c2nnc(N3CCOCC3)c3ccccc23)cc1	0.2	6.7	1	-5.7	1.1	1277	1.1	-5.8	7.9	0.428	-1.5
18	COc1ccc(-n2c(C)nc3sc4c(c3c2=O)CCCC4)cc1	-0.4	4.0	1	-5.2	0.9	1364	1	10.5	4.7	-2.12	-10.6
19	COc1ccc(/C(O)=C2/C(=O)C(=O)N(CCCN(C)C)C2c2ccccc2)cc1OC (stereo not given)	1.7	11.5	0.9	.	0.9	1656	1	9.3	-1.6	-0.717	5.5
20	Cc1c(NC(=O)Nc2ccccc2)cccc1[N+](=O)[O-]	-1.7	-7.5	1	-14.6	0.9	1389	1.1	11.9	-1.6	1.03	-5.5
21	COc1ccccc1/C=C(/C(=O)OCC(=O)Nc1ccccc1C(C)C)c1ccccc1	-3.3	-7.3	0.9	4.2	0.9	1379	0.8	13.5	-4.7	0.143	-8.1
22	CC(C)N=C(Nc1ccccc1)c1cccnc1	-2.7	-3.4	1	.	0.9	1598	1	14.2	2.6	.	14.8
23	CCc1c(C)nc2ncnn2c1N1CCCC(C(=O)Nc2ccc(NC(C)=O)cc2)C1 (stereo not given)	-8.3	7.2	1	.	0.9	1524	1	6.5	-5.5	.	5.3
24	CCC(CC)C(=O)NCCN1CCN(C(=O)C(CC)CC)CC1	-5.8	4.5	0.9	.	0.9	1514	0.9	8.5	7.8	.	4.0
25	Cc1onc(-c2ccccc2)c1C(=O)n1cccn1	-1.7	-3.7	1.1	8.3	1	1573	1	2.0	9.2	0.142	9.1
26	O=C(CSCc1c(F)cccc1Cl)NCCSCc1ccco1	2.4	-3.3	1	1.5	0.8	1634	1	18.8	8.8	-0.818	0.6
27	COc1cc(SC)ccc1C(=O)NCCc1ccccc1	0.4	-2.1	0.9	10.6	0.8	1583	1	17.6	6.2	.	-2.6
28	O=C(Cn1cnc2c(nnn2Cc2ccc(F)cc2)c1=O)N1CCCCC1	-2.2	-4.1	1	-17.1	1	1545	1	3.0	-2.7	-0.225	4.4
29	CCCCCOc1ccc(NC(=O)C(=O)NCC2CCCN2CC)cc1 (stereo not given)	1.7	2.4	0.9	-15.9	0.9	1739	0.9	9.5	5.3	0.521	4.6
30	CCOCCCNC(=O)C(Cc1ccccc1)NS(=O)(=O)c1cccc2nsnc12 (stereo not given)	0.4	-1.9	0.8	8.8	0.9	1552	0.9	9.5	7.1	-0.456	1.9
31	O=C(CCCn1c(=S)[nH]c2cc3c(cc2c1=O)OCO3)N1CCN(c2ccccc2F)CC1	-0.8	-1.4	0.9	.	0.7	1568	0.9	27.7	-65.4	.	4.8
32	Cc1ccc(OCC(=O)Nc2ccc([N+](=O)[O-])cc2)cc1	3.7	0.5	1	14.4	0.9	1557	1	13.1	-1.5	-0.0526	-5.9
33	CC1CCc2cc(F)ccc2N1C(=O)CSc1nnc2c(n1)[nH]c1ccc(F)cc12 (stereo not given)	11.2	7.1	1	.	1.1	1782	1	-13.9	4.7	.	3.2
34	O=C1c2oc3ccc(F)cc3c(=O)c2C(c2ccccc2)N1CC1CCCO1 (stereo not given)	-4.8	2.6	0.9	9.7	0.8	1518	0.9	16.6	9.1	0.84	1.3
35	Cc1ccccc1NC(NC(=O)c1cccnc1)C(Cl)(Cl)Cl (stereo not given)	3.4	0.3	1	2.6	0.9	1668	0.9	10.1	-7.1	-0.806	10.7
36	COc1cc(OC)c(C2C3=C(CCCC3=O)Nc3nc4ccccc4n32)cc1OC (stereo not given)	-0.6	4.6	0.9	-21.4	0.9	1582	0.8	13.9	8.0	.	1.1
37	COc1ccccc1NC(=O)COc1ccc(/C=N/NC(=O)CSCc2ccc(Cl)cc2)cc1	-9.4	-4.6	1.1	.	1.1	1352	1	-6.7	3.5	.	-8.8
38	O=[N+]([O-])c1cccc(N2Cc3ccccc3C2)c1	3.3	8.4	1	-19.8	1.1	1735	1	-7.2	0.1	-0.358	7.8
39	CCOC(=O)c1ccc(NC(=O)CCSCCc2ccccn2)cc1	-3.5	3.8	1	-7.1	0.8	1339	1	21.8	-0.6	.	8.5
40	CCOC(=O)C1(Cc2cccc(F)c2)CCN(Cc2cnn(CC)c2C)CC1	0.5	-0.2	.	3.7	.	1634	.	.	14.7	.	-4.1
41	COc1cccc(-c2cc(C(F)(F)F)n3ncc(C(=O)O)c3n2)c1	-19.3	3.0	0.9	-26.8	0.9	1427	0.9	14.8	-8.6	0.0136	-10.2
42	Cc1ccc(F)cc1NC(=O)CCC(=O)c1cccs1	-5.5	4.5	0.9	.	0.9	1659	1	7.4	4.8	0.324	1.6
43	N#Cc1cc2ccccc2nc1SCC(=O)Nc1ccc(S(=O)(=O)N2CCCC2)cc1	7.2	19.1*	1	-16.2	0.9	3014*	0.9	11.0	-0.4	0.237	13.0
44	CCc1cc(C)cc(OCCNC(=O)c2ncn[nH]2)c1	3.4	0.1	0.9	13.1	0.9	1574	0.9	8.4	-18.0	0.892	1.6
45	Cc1cccc(C(=O)N(Cc2nc3ccccc3c(=O)[nH]2)C2CCCCC2)c1	1.4	1.6	1	3.7	0.9	1510	1	7.7	5.7	0.288	1.6
46	Cc1ccc(C(=O)COC(=O)CNC(=O)Cc2ccccc2)cc1[N+](=O)[O-]	8.5	6.3	1	.	1	1493	0.9	4.9	4.4	-1.81	-7.6

# Arranged by number of heavy atoms (rising): 3 of the compounds above
No.	compound	PPARg SRC-3 ag	PPARg SRC-1 ag	PMI act satM6P	S1P3 antagonist	Diaph act CS	TR-FRET SRC-2 ct	PMI activator	Diaphorase inh	G6PDH counter	ROMK primary	PPARg SRC-2 ag
27	COc1cc(SC)ccc1C(=O)NCCc1ccccc1	0.4	-2.1	0.9	10.6	0.8	1583	1	17.6	6.2	.	-2.6
40	CCOC(=O)C1(Cc2cccc(F)c2)CCN(Cc2cnn(CC)c2C)CC1	0.5	-0.2	.	3.7	.	1634	.	.	14.7	.	-4.1
37	COc1ccccc1NC(=O)COc1ccc(/C=N/NC(=O)CSCc2ccc(Cl)cc2)cc1	-9.4	-4.6	1.1	.	1.1	1352	1	-6.7	3.5	.	-8.8

# Limited to PPARg SRC-2 ag, TR-FRET SRC-2 ct and Diaphorase inh, for four of the compounds above:
nr	mol	PPARg SRC-2 ag	TR-FRET SRC-2 ct	Diaphorase inh
11	CCn1c(SCC(=O)NCCc2ccc(OC)c(OC)c2)nc2c1c(=O)n(C)c(=O)n2C	2.5	1370	-2.2
12	O=S(=O)(N/N=C/c1c(F)cccc1Cl)c1ccccc1	0.1	1644	4.0
13	O=C(c1ccc(-n2cccc2)cc1)N1CCCCC1	-4.9	1567	-16.1
14	CCCCOC(=O)CCNc1n[nH]c(=O)[nH]c1=O	-1.0	1395	9.7
